Menin-MLL TR inh: displaces Texas Red mutant MLL peptide from human menin; 270,000 tested, 0.23% active; Menin + Texas Red MLL mutant peptide, fluorescence polarization; Potency, µM (titrated, usually from 61.6 µM), for inactives: top-dose FP activity change, negative = inhibition, actives largely listed as inhibitors; O00255; active = well fitted inhibition curve with a large enough effect in the polarisation, with a control signal flat, not every such curve was filed as active; inconclusive = small, poorly fitted or top-dose-only effect, or effect the other way, or a change in a side signal; inactive = no such curve, though single readings can be large or run the other way; the % refers to the polarisation; note: potency is the fitted concentration of half-maximal effect; % of control where 0% means no effect; many of its hits are not listed in these tables
ELG1 repair inh: ELG1-dependent DNA repair inhibition; AID 504467; HEK293T ELG1-luciferase reporter, luminescence, 16 h; DNA damage induced by 5-fluorouridine; Potency, µM (highest dose often 46.1 µM), without a hit: at the top dose activity change, negative = inhibition, actives largely listed as inhibitors; 330,000 tested, 2.3% active; note: potency is the fitted concentration of half-maximal effect; % is set by controls: 0 for no effect and ±100 for the full control effect; nearly all actives have a fitted effect of over 55% in size
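Cells (2,000 per well) received 5-fluorouridine plus test compound or DMSO and were incubated 16 hr at 37 °C, 5% CO2. Luciferase activity was read by luminescence 30 min after ONE-Glo addition; signal suppression marked inhibition of damage-induced ELG1 function.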
NPC1 promoter act: activates the NPC1 promoter | Huh7 NPC1 promoter luciferase reporter, 24 h | Potency, µM (highest dose often 9.22 µM), without a hit: at the top dose activation, hits mostly activators | AID 485313 | 320,000 tested, 2.4% active;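 note: potency is the fitted concentration of half-maximal effect; % of control where 0% means no effect; nearly all actives have a fitted effect of over 60% in size; reporter is driven by a mutant NPC1 promoter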
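Stable NPC1-promoter luciferase Huh7 line; cpd (DMSO) 24 h, 37 °C, 5% CO2; Amplite luciferase reagent 10 min RT; luminescence readout. qHTS format.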
Rab9 prom act: activates the Rab9 promoter | Potency, µM (doses to about 9.22 µM), for inactives: top-dose activation, negative = inhibition, usual class: activators | Huh7 Rab9 promoter-luciferase reporter, luminescence, 24 h | AID 485297 | 320,000 tested, 2.8% active; note: potency is the fitted concentration of half-maximal effect; % of control where 0% means no effect; nearly all actives have a fitted effect of over 60% in size
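Huh7 reporter line, Rab9 promoter upstream of luciferase. Compound exposure 24 h at 37 °C in reduced-serum medium with 10% FBS. Read-out: luminescence.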
KCNH2 3.1 inh: blocks the human KCNH2 3.1 channel isoform. U2OS KCNH2 3.1, thallium flux FluxOr; stronger effect = lower value. activity change, % (tested at about 1.8 µM). 340,000 tested, 0.95% active. AID 720553;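 active = maximum activity change below -70%; inconclusive = maximum activity change from -70% to -50%; inactive = maximum activity change above -50%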;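 note: thallium influx rate constant from kinetic fluorescence after stimulation buffer; % is set by controls: 0 for no effect and ±100 for the full control effect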
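FluxOr-based Tl+ influx in U2OS cells transduced with KCNH2 3.1 virus; rate constants normalized to DMSO controls.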
MBNL1 CUG block: inhibitors of human MBNL1 binding to CUG repeat RNA. Q9NR56. TR-FRET MBNL1-His/biotin-(CUG)12 binding, 665/545 ratio. Potency, µM (top dose mostly 57.5 µM), inactives show top-dose activity change, negative = inhibition, most hits filed as inhibitors. 280,000 tested, 0.036% active. AID 2675; active = well fitted inhibition curve with a large enough effect in the signal ratio, with a control signal flat, not every such curve was filed as active; inconclusive = small, poorly fitted or top-dose-only effect, or effect the other way, or a change in a side signal; inactive = no such curve, though single readings can be large or run the other way; the % refers to the signal ratio; note: potency is the fitted concentration of half-maximal effect; % is set by controls: 0 for no effect and ±100 for the full control effect
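Compound titration spanned 92 nM–58 uM against the MBNL1-His/biotin-(CUG)12 complex. After 60 min at room temperature with 5 nM streptavidin-XL665 and 0.055 ng/ul terbium anti-His, ratiometric 665/545 nm emission (Ex 340 nm) normalized to controls.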
Gal4-VP16 FLuc: counter-screen for ROR gamma inhibitors: Gal4-VP16 reporter; Drosophila S2 Gal4-VP16 UAS-luciferase, luminescence, 20 h; Potency, µM (doses to about 53.6 µM), without a hit: top-dose activity, negative = inhibition, most hits filed as inhibitors; 310,000 tested, 3.5% active;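 note: Gal4-VP16 expression switched on by copper sulfate through the metallothionein promoter; potency is the fitted concentration of half-maximal effect; % is set by controls: 0 for no effect and ±100 for the full control effect; nearly all actives have a fitted effect of over 50% in size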
FLuc modulator: inhibits or activates purified firefly luciferase, miR-21 counter-screen; P08659; purified FLuc, Km substrates, luminescence inhibition; Potency, µM (series often up to 57.5 µM), for inactives: top-dose activity change, negative = inhibition, usual class: inhibitors; 360,000 tested, 6.9% active;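 note: potency is the fitted concentration of half-maximal effect; plate controls were vehicle for no effect and reference inhibitor for full effect; nearly all actives have a fitted effect of over 55% in size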
Target sequence (P08659 whole entry, looked up): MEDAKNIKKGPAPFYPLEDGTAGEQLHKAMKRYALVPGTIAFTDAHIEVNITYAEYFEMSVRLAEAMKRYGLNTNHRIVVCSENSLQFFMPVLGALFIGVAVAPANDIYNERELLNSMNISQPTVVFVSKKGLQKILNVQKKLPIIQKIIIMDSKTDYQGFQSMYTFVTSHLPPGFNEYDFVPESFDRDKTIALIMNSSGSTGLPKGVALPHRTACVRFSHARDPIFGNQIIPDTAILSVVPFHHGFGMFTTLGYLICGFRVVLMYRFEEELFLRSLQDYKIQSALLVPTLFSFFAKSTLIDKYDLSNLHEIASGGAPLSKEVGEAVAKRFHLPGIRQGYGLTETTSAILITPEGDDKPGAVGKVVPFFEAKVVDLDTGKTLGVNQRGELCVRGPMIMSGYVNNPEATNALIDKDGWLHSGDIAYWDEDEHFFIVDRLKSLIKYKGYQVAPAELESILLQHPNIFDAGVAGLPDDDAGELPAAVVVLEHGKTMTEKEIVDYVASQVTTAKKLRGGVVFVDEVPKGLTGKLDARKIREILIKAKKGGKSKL
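Purified P. pyralis luciferase (10nM final) with 10uM D-luciferin and 10uM ATP (Km levels) in 50mM Tris acetate pH 7.5, 10mM Mg acetate, 0.01% Tween-20, 0.05% BSA; qHTS 6-point titration, ~60 µM downward; luminescence read.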
RORgamma inh: inhibitors of mouse ROR gamma transcriptional activity | 310,000 tested, 5.4% active | Drosophila S2 Gal4-RORgamma UAS-luciferase reporter, 20 h | AID 2551 | Potency, µM (doses to about 53.6 µM), without a hit: at the top dose activity change, negative = inhibition, actives largely listed as inhibitors | P51450; note: potency is the fitted concentration of half-maximal effect; % is set by controls: 0 for no effect and ±100 for the full control effect; nearly all actives have a fitted effect of over 60% in size
Target sequence (P51450 whole entry, looked up, the tested form may be a part): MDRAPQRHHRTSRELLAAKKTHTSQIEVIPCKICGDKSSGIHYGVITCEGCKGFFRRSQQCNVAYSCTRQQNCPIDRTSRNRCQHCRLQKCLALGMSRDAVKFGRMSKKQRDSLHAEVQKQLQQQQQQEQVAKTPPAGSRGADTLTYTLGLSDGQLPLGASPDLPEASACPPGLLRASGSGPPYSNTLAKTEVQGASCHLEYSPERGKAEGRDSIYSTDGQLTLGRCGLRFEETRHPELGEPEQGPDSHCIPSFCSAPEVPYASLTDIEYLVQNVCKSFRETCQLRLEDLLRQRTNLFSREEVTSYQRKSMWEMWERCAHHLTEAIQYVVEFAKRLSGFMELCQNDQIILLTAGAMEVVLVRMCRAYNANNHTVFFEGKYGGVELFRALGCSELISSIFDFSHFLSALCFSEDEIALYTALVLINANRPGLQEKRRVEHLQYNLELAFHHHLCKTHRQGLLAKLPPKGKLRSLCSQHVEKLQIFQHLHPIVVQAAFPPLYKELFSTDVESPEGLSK
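Stably transfected Drosophila Schneider cells are the test system, with ROR gamma fused to Gal4 and luciferase under UAS control; luminescence is read after 20 hr of 700 uM copper sulfate induction at ambient temperature.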
Mito fusion yeast: inhibitors of mitochondrial division or activators of mitochondrial fusion | S. cerevisiae fusion-defective mutant growth rescue, CellTiterGlo 48 h | Potency, µM (titrated, usually from 46.1 µM), without a hit: at the highest dose growth rescue (activation), most hits filed as activators | 320,000 tested, 0.23% active;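 note: potency is the fitted concentration of half-maximal effect; % of control where 0% means no effect; nearly all actives have a fitted effect of over 45% in size; temperature-sensitive fusion mutants such as fzo1-1 at 37 °C on non-fermentable ethanol glycerol medium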
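S. cerevisiae fusion-defective temperature-sensitive mutants (e.g. fzo1-1, mgm1-5) grown 48 h at 37C in YPEG (ethanol/glycerol non-fermentable) medium with 23 nl compound per well; growth rescue read as CellTiterGlo luminescence.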
PKM2 act: increases activity of human pyruvate kinase M2. P14618. Potency, µM (doses to about 57.5 µM), inactives show at the top dose activation, actives largely listed as activators. purified PKM2, Kinase-Glo ATP luminescence, activation; response scale: 0% is enzyme alone, no compound. 260,000 tested, 0.34% active; note: potency is the fitted concentration of half-maximal effect; % is set by controls: 0 for no effect and ±100 for the full control effect; nearly all actives have a fitted effect of over 55% in size
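Purified hPK-M2 (>95%) run at intermediate activity with 0.1 mM ADP and 0.5 mM PEP in 50 mM imidazole pH 7.2, KCl, MgCl2; 1 h room temperature. ATP formed read by Kinase-Glo luminescence; normalized to uninhibited and no-enzyme controls.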
Numbers without * were called inactive; ? = inconclusive; . = no result given; & = joins results of further samples; [ ] = remark or other dose. Unless noted, calls come from the whole dose curve; as a rule, active = well fitted curve in the direction sought with a large enough effect; inconclusive = small, poorly fitted or top-dose-only effect, or another doubt; inactive = no such curve, though single readings can be large; an effect the other way counts as inactive or inconclusive. The list is partial; count on the stated rates, not on these rows.

SMILES	Menin-MLL TR inh	ELG1 repair inh	NPC1 promoter act	Rab9 prom act	KCNH2 3.1 inh	MBNL1 CUG block	Gal4-VP16 FLuc	FLuc modulator	RORgamma inh	Mito fusion yeast	PKM2 act
Cc1nc(N)sc1C(=O)N/N=C/c1ccco1	5%	15%	0%	1%	-6	8%	17%	?	3%	-3%	-14%
CCN(CC(=O)NCc1ccc(Cl)cc1)C(=O)c1cnc(Cl)c(Cl)c1	2%	8%	-8%	0%	15	?	-11%	0%	6%	-12%	.
CC1(NC(=O)C2CCCCC2)CCS(=O)(=O)C1 (centres undefined)	-3%	19%	-3%	15%	11	0%	9%	-1%	8%	-2%	-5%
COc1cccc(C(=O)OCCN2CCCCC2)c1	3%	3%	-6%	0%	0	-10%	-11%	?	-35%	-3%	1%
O=C(Nc1cccc(-c2nc3ccccc3s2)c1)c1cc(=O)c2ccccc2o1	-4%	9.2µM*	0%	-1%	-25	8%	-14%	-4%	24%	-1%	-4%
Cc1nn(C(C)(C)C)c(OC(=O)c2ccc3c(c2)OCO3)c1S(=O)(=O)c1ccccc1	?	-1%	-4%	9%	-28	5%	6%	-3%	0%	-9%	0%
COc1ccc2c(c1)O[C@@H](c1cccc(C(F)(F)F)c1)[C@H](O)C2=O	-4%&9%	9%	-4%	-3%	.	-20%	-2%&-23%	-1%	?	5%	-9%
CCOC(=O)C1(Cc2ccccc2)CCN(Cc2ccc(C)s2)CC1	-27%	?	-5%	-9%	-33	-1%	-4%	5%	13%	-9%	-2%
Cc1c(Cl)cccc1NC(=O)c1ccc(-n2ccnc2)nc1	10%	-18%	0%	-4%	-15	3%	4%	1%	-2%	3%	0%
COc1ccc(CNC(=O)C2CCN(S(=O)(=O)c3cc(OC)ccc3OC)CC2)cc1	-20%	-13%	-2%	-1%	1	-5%	1%	-2%	6%	1%	2%
Cc1cc2cc(CNC(=O)c3ccc(S(=O)(=O)N4CCOCC4)cc3)ccc2[nH]1	.	-20%	-3%	1%	6	8%	1%	-14%	?	-2%	3%
CC(OC(=O)c1ccc2ncsc2c1)C(=O)Nc1ncc(Cl)cc1Cl (centres undefined)	-19%	14%	7%	-2%	-12	-2%	5%	-9%	1%	0%	0%
CCc1nnc(NC(=O)CSc2nc3c(c(=O)n2-c2ccccc2OC)SCC3)s1	?	21µM*	1%	-7%	5	?	-18%	2%	-24%	-1%	?
Cc1ccc(C(=O)NCC(=O)O)cc1S(=O)(=O)N1CCCCC1	3%	12%	1%	24%	8	-8%	-6%	0%	-16%	-3%	-5%
Cc1ccc(C(=O)N2CCN=C2SCc2ccc([N+](=O)[O-])cc2)cc1	-6%	?	0%	-5%	-19	28%	?	0%	?	13%	-2%
COc1ccc(C(O)P(=O)(OC2CCCCC2)c2ccc(N(C)C)cc2)cc1OC (centres undefined)	-7%	21%	-1%	1%	11	-5%	-3%	0%	1%	0%	2%
CCOc1ccccc1CN1CCN(Cc2c[nH]c3ccccc23)CC1CCO (centres undefined)	-18%	-9%	0%	-9%	-1	-5%	-5%	0%	0%	-1%	1%
CSc1nnc(C)c(=O)n1COC(=O)c1ccc([N+](=O)[O-])cc1	1%	-2%	-7%	4%	3	?	7%	-3%	-5%	0%	7%
COc1ccc(OC)c(S(=O)(=O)N/N=C(/C)c2ccc3c(c2)OCO3)c1	21%	0%	-2%	0%	-10	1%	-5%	-4%	-10%	0%	-3%
COc1cc(C(=O)Nc2ccc(NC(C)=O)cc2)ccc1OCc1ccccc1	?	8%	-2%	0%	7	4%	-15%	0%	0%	0%	.
CNC(=O)c1ccsc1NC(=O)c1coc2ccccc2c1=O	-4%	-2%	1%	-5%	-5	-3%	-15%	-19%	-32%	1%	28%
O=C(Nc1cc(Cl)c(Cl)cc1Cl)c1cccnc1	27%	7%	2%	4%	7	-2%	11%	-3%	14%	7%	0%
COc1cccc(C(=O)NN=C2CCCC2)c1	8%	-2%	-3%	9%	3	2%	5%	6%	-26%	2%	6%
Cc1cnc(NS(=O)(=O)c2ccccc2)c(C)n1	0%	4%	0%	-2%	27	0%	1%	6%	9%	16%	.
O=C(CSc1nnnn1-c1ccccc1)CC(=O)Nc1ccc(Cl)cc1	21%	16µM*	9%	7%	5	9%	-13%	-15%	7%	2%	1%
CC1CCc2nn(CC(=O)N3CCN(C(=O)c4ccco4)CC3)cc2C1 (centres undefined)	0%	5%	0%	-3%	7	-10%	-7%	0%	10%	2%	-13%
O=C(c1c(O)c2ccccc2oc1=O)C1CCC1	-1%	2%	0%	2%	26	-8%	-1%	?	21%	3%	-3%
COc1ccc(NC(=O)/C=N/O)cc1	0%	13%	1%	1%	-5	-2%	5%	-12%	21%	-4%	1%
Cc1nc2cccc(C(=O)Oc3ccc([N+](=O)[O-])cc3)c2o1	24%	-6%	-1%	-2%	-8	4%	-6%	-2%	-33%	-1%	-4%
CN(C(=O)COC(=O)c1cc(S(=O)(=O)N2CCOCC2)c(Cl)cc1Cl)C1CCS(=O)(=O)C1 (centres undefined)	19%	0%	-1%	-4%	5	4%	2%	-1%	-5%	-1%	0%
O=C(O)CCCNC(=O)c1cccc(C(=O)NCCCC(=O)O)n1	10%	-8%	-4%	-6%	2	0%[11.5 µM]	-16%	1%	3%	-8%	-3%
COc1ccccc1OCCCn1cc(C#N)c2ccccc21	-2%	11%	17%	-1%	-13	-4%	?	?	?	21%	-5%
CN1C(N)=NC(=O)/C1=C/c1ccc(OC(F)(F)F)cc1	-2%	?	7%	28%	-31	?	-3%	-7%	35%	-4%	-3%
O=C(COc1ccc2ccc(=O)oc2c1)N1CCN(C(=O)C2COc3ccccc3O2)CC1 (centres undefined)	-2%	1.5µM*	-3%	-4%	8	-3%	2%	-5%	21%	4%	.
FC(F)(F)c1cc(-c2cccs2)n[nH]1	.	-5%	1%	1%	-16	-3%	7%	-2%	24%	1%	3%
O=C(CSc1nnc(CNC(=O)C23CC4CC(CC(C4)C2)C3)n1-c1ccccc1)Nc1ccc(F)cc1	-3%	?	0%	-5%	-7	2%	1%	2%	?	-3%	-1%
Cn1c(=O)c2c(nc(-n3ccnc3)n2Cc2ccccc2)n(C)c1=O	-1%	1%	-1%	-13%	-2	-25%	-6%	0%	10%	5%	-29%
COC(=O)c1c(N)n(-c2ccc(N3CCOCC3)cc2)c2nc3ccccc3nc12	-7%	?	-2%	1%	.	?	9%	-14%	?	-1%	-8%
COC(=O)C1CSC(C(=O)OC)N1C(=O)Nc1ccccc1 (centres undefined)	17%	-1%	1%	-3%	15	-6%	-3%	0%	1%	-1%	2%
N#Cc1ccccc1OCC(=O)Nc1cccc(S(=O)(=O)N2CCCC2)c1	.	-17%	-1%	-3%	19	.	.	.	.	-1%	.
CCN1CCN(C(=O)C23CCC(C)(C(=O)C2Br)C3(C)C)CC1 (centres undefined)	.	0%	0%	1%	-10	-2%	0%	0%	-4%	1%	-2%
O=C1/C(=C/c2ccc(O)cc2)SC(=S)N1Cc1cccnc1	-7%	28%	2%	0%	-8	.	-6%	-5%	-7%	-1%	-20%
CC(/C=N/NC(=O)Cc1cccs1)=C\c1ccccc1	5%	?	?	3.5µM*	-8	-8%	-8%	2.7µM*	?	-2%	1%
CC(Sc1ccc(Cl)cc1)C(=O)NCc1cccnc1 (centres undefined)	4%	0%	-1%	1%	1	-3%	-5%	0%	20%	-2%	3%
CC(C)(C)c1ccc(C(=O)N2CCNC(=O)C2CC(=O)Nc2ccc(F)cc2)cc1 (centres undefined)	.	-2%	-2%	2%	.	3%	-8%	-1%	2%	-2%	0%
COc1ccc(CCn2c(C)c(C(C)=O)c(C(C)=O)c2C)cc1OC	-4%	4%	-2%	9%	18	-3%	7%	1%	2%	-5%	.
O=C(/C=C/c1cn(-c2ccccc2)nc1-c1ccc2c(c1)OCCO2)NCCCN1CCOCC1	7%	-6%	-7%	-1%	14	.	-17%	-11%	18µM*	1%	0%
NC(N)=NC1=NC(=O)C(Cc2ccccc2)S1 (centres undefined)	-7%	?	0%	1%	-1	-15%	6%	2%	-5%	6%	3%
C=CCSc1nc(-c2ccc3c(c2)OCO3)cc(C(F)(F)F)c1C#N	?	-1%	-3%	0%	11	?	-1%	-4%	-12%	0%	0%

Assay outcomes from PubChem.
